# Screening data deposited in PubChem by several laboratories.
# Hsp90 inh – displaces geldanamycin probe from tumor Hsp90; NCI-N417 lysate Hsp90, Cy3B-geldanamycin FP displacement; AID 429; 0.35% of 64,000 active; P07900; inhibition, % at 30 µM;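 active = inhibition above 50%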;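 note: 0% = tracer plus lysate wells and 100% = tracer alone without lysate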
# Abs 340nm – compound absorbs light at 340 nm | 65,000 tested, under 10 active | compound absorbance at 340 nm, fold over control | fold change at 10 µM;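 active = at 10 µM dose, initial 340 nm absorbance at least 2 fold that of control wells; inactive = change under 2 fold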;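 note: initial absorbance extrapolated from kinetic A340 decline of NADH oxidation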
# Cdc25B block – human M-phase inducer phosphatase 2 inhibition. inhibition, %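 (compounds tested at 10 µM final in the well)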. AID 368. recombinant Cdc25B, OMFP fluorescence Ex485/Em525. P30305. 0.1% of 65,000 active; in the data active = inhibition above about 50%
# JNK3 blocker – inhibitors of human JNK3 kinase. 0.61% of 60,000 active. inhibition, % at 8 µM. purified JNK3 kinase activity, HTS. P53779. AID 746; in the data active = inhibition above about 17%;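 note: 0% = DMSO and 100% = reference inhibitor; many of its hits are not listed in these tables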
# Fluor 339 460 – intrinsic fluorescence of library compounds, ex339/em460 – biochemical, MLSMR library, data from DPM-DC assay, artefact control, profiling panel; compound autofluorescence, ex339/em460 nm, NADH buffer; active compounds read high; 1 = no-compound wells, NADH background; fluorescence fold increase at 10 µM; 5.5% of 65,000 active; AID 709;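 active = at 10 µM, mean starting fluorescence two-fold or more over control wells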;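 note: signal is the first read of a kinetic run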
# MKP-1 inh – inhibitors of human MKP-1 phosphatase; inhibition, %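 (compounds tested at a single concentration somewhere between 10 and 100 µM)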; recombinant MKP-1, OMFP hydrolysis fluorescence; 0.15% of 65,000 active; P28562;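 active = inhibition above about 50%, limit read from the data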;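 note: 0% = DMSO max control wells and 100% = wells with enzyme stopped by NaOH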
# ROCK2 inh – ROCK2 (human) kinase inhibition | O75116 | purified ROCK2, Kinase-Glo ATP depletion luminescence | inhibition, % at 6 µM | 0.35% of 60,000 active;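 active = inhibition above the screen-wide mean inhibition plus 3 SD, cut at about 18% in these data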;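 note: plate controls were DMSO wells for no effect and Y-27632 control wells after no-enzyme background subtraction for full effect; many of its hits are not listed in these tables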
# PKA inh – blocks human protein kinase A activity | P17612 | PKA Kemptide phosphorylation, Kinase-Glo ATP luminescence | inhibition, % at 6 µM | 0.1% of 65,000 active;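 active = inhibition above the screen-wide mean inhibition plus 3 SD, cut at about 21% in these data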; note: many of its hits are not listed in these tables
# Her2 expr inh – Her2 kinase expression inhibition | SKBR-3 HER2 protein level, AlphaScreen, 18-24 h; active compounds read low | HER2 level % of control, % at 10 µM | 0.69% of 65,000 active;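 active = HER2 level under 5% of the carrier-only control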;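 note: 100% = DMSO carrier and 0% = 500 nM PU-H71 HSP90 inhibitor; lower value means stronger loss of Her2 protein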
# Target sequence (P04626 whole entry, looked up): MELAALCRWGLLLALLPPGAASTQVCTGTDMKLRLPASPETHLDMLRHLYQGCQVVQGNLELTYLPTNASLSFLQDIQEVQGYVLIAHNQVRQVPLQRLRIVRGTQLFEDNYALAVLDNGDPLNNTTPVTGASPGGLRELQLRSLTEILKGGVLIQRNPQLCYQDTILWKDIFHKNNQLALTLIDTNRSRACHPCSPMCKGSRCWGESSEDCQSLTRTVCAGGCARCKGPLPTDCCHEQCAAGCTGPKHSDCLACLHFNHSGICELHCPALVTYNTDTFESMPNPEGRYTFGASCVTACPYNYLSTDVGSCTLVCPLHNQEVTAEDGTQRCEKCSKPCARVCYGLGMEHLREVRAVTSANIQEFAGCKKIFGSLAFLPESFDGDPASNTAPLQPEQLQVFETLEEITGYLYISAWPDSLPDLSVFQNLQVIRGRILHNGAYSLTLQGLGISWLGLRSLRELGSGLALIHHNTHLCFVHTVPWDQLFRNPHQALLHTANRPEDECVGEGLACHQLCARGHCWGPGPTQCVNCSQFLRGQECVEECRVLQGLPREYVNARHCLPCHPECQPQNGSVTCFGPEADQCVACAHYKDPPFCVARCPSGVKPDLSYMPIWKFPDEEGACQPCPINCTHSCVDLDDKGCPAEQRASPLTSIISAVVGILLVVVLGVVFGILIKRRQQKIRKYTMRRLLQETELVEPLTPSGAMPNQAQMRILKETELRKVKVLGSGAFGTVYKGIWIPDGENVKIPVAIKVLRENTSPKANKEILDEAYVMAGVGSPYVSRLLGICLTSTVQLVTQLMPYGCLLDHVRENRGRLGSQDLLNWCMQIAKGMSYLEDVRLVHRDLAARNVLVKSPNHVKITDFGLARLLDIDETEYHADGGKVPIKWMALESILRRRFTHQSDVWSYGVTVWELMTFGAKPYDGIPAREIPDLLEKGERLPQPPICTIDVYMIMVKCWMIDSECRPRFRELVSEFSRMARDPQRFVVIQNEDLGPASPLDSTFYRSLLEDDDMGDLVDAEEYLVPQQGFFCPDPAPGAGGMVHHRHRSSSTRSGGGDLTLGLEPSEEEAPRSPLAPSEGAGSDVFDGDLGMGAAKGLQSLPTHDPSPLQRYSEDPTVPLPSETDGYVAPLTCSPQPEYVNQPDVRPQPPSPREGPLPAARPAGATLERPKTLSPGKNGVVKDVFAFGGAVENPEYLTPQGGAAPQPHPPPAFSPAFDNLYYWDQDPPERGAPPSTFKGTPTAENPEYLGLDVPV
# * hit, by the source's call; nt = no result given.
SMILES,Hsp90 inh,Abs 340nm,Cdc25B block,JNK3 blocker,Fluor 339 460,MKP-1 inh,ROCK2 inh,PKA inh,Her2 expr inh
CCOc1ccccc1N1CCN(CC(O)COc2ccc3c(C)cc(=O)oc3c2)CC1 (stereo not drawn),nt,1.1,-11,nt,1.7,10,nt,8,75
Cc1ccc(NC(=O)CCn2cnc3ccccc3c2=O)cc1Cl,4,1.1,1,11,1.1,9,-2,-1,137
CCC1CCCCN1Cc1ccc(CNS(=O)(=O)c2ccc3c(c2)oc(=O)n3C)o1 (stereo not drawn),-9,1,-2,-1,1.1,-14,0,-3,107
Cc1nc2sc(C(c3ccccc3)N3CCN(c4ccccc4F)CC3)c(O)n2n1 (stereo not drawn),5,0.98,6,1,1,15,2,3,78
COC(=O)c1[nH]c2ccccc2c1NC(=O)CN1CCCc2ccccc21,-12,1.1,6,-5,1.1,11,5,5,83
Nc1nnc(SCc2ccccc2F)n1-c1ccccc1,-8,1,-12,1,1.1,6,1,7,88
CN1CC(=O)NC1=NC(=O)c1ccc(Cl)c(S(=O)(=O)N2CCCCCC2)c1,3,0.99,-10,3,1.1,34,1,1,63
Cc1ccc(-n2nnc3c(=O)n(CC(=O)N4CCOCC4)cnc32)cc1,1,1.1,6,-2,1.1,-3,-9,1,126
CCOC(=O)C1=C(c2ccccc2)OC(N)=C(C#N)C1c1ccco1 (stereo not drawn),-3,1,-12,-6,1.1,-22,4,10,120
Cn1c(=O)c2c(nc(SCc3ccccn3)n2C)n(C)c1=O,-4,1,4,-5,1.1,6,-4,-6,99
Cc1cccc(CSc2nnc(-c3ccco3)n2C)c1,1,1.1,0,0,1.1,16,3,5,104
CC(C)CN(C(=O)COC(=O)CCN1C(=O)c2ccccc2C1=O)C1CCS(=O)(=O)C1 (stereo not drawn),0,1.1,-4,0,1,12,2,6,107
O=C(C1CCC(CNc2c(N3CCCCC3)c(=O)c2=O)CC1)N1CCCCC1 (stereo not drawn),-3,1.1,-12,3,1.1,2,2,5,85
COc1nc(NCc2ccco2)nc(N2CCC(C)CC2)n1,0,1,5,0,1.1,-13,4,6,25
CC1(C)Cc2noc(N)c2C(C)(C)N1OC(=O)c1cccs1,-2,0.98,-4,-13,1,-8,1,0,83
CCOC(=O)C1CCN(C(=O)c2cn(CCOC)c(=O)c3c2c2ccccc2n3C)CC1,1,1.1,-10,4,4.9*,6,0,-1,84
Cc1ccc(C(=O)C2=C(O)C(=O)N(c3ncccn3)C2c2cccc(Cl)c2)o1 (stereo not drawn),16,1.1,17,0,1.1,-28,-12,2,72
Cc1cc(C(=O)c2cccs2)c(N)s1,-16,1,3,-3,1.1,-17,8,5,79
COc1ccc(OC)c(N/C(C)=C/C(=O)c2ccc(C)o2)c1,5,1.1,-17,-7,1.1,14,2,0,150
COc1ccc(-c2nc(CS(=O)CC(=O)NCCCN3CC(C)CC(C)C3)c(C)o2)cc1OC (stereo not drawn),-2,1,-15,5,1.1,18,4,3,113

# In a second layout: 7 of the compounds above.
molecule	Hsp90 inh	Abs 340nm	Cdc25B block	JNK3 blocker	Fluor 339 460	MKP-1 inh	ROCK2 inh	PKA inh	Her2 expr inh
CC(C)CN(C(=O)COC(=O)CCN1C(=O)c2ccccc2C1=O)C1CCS(=O)(=O)C1 (stereo not drawn)	0	1.1	-4	0	1	12	2	6	107
O=C(C1CCC(CNc2c(N3CCCCC3)c(=O)c2=O)CC1)N1CCCCC1 (stereo not drawn)	-3	1.1	-12	3	1.1	2	2	5	85
COc1nc(NCc2ccco2)nc(N2CCC(C)CC2)n1	0	1	5	0	1.1	-13	4	6	25
CC1(C)Cc2noc(N)c2C(C)(C)N1OC(=O)c1cccs1	-2	0.98	-4	-13	1	-8	1	0	83
CCOC(=O)C1CCN(C(=O)c2cn(CCOC)c(=O)c3c2c2ccccc2n3C)CC1	1	1.1	-10	4	4.9*	6	0	-1	84
Cc1ccc(C(=O)C2=C(O)C(=O)N(c3ncccn3)C2c2cccc(Cl)c2)o1 (stereo not drawn)	16	1.1	17	0	1.1	-28	-12	2	72
Cc1cc(C(=O)c2cccs2)c(N)s1	-16	1	3	-3	1.1	-17	8	5	79

# The results go on:
SMILES,Hsp90 inh,Abs 340nm,Cdc25B block,JNK3 blocker,Fluor 339 460,MKP-1 inh,ROCK2 inh,PKA inh,Her2 expr inh
Cc1cc(C)n(C(C)n2nc(C)cc2C)n1,0,0.98,-22,4,1,-6,4,6,70
N#Cc1nc(-c2ccc(OCc3ccccc3)cc2)oc1NCc1cccnc1,1,1,-7,-3,1.8,-2,-1,-3,91
CCOC(=O)c1cc(C)n(-c2ccc(OC)c(OC)c2)c1C,0,1,-31,-2,1.1,-11,7,3,75
CC(=O)Nc1cccc2c1[n+]([O-])c(C)c(C)[n+]2[O-],-1,1.1,-11,2,1,-8,-1,4,108
CCN=C1SC(CC(=O)Nc2ccccc2OCC)C(=O)N1CC (stereo not drawn),0,0.98,6,-9,1.2,1,0,2,86
c1ccc2nc3c(nc2c1)c1ccccc1n3CCN1CCOCC1,-22,1.1,-5,18*,1.2,9,1,7,127
C=C(c1cccc2ccccc12)P(=O)(O)O,-2,0.98,-12,1,0.99,-18,9,5,98
CCCCCOC(=O)c1ccc(NC(=O)c2ccco2)cc1,-4,1,-4,3,1.1,19,1,0,74
CN1CCN(S(=O)(=O)c2cccc(C(=O)NC3CCCc4ccccc43)c2)CC1 (stereo not drawn),-3,0.99,-10,3,1.1,-1,2,5,86
C=CCN1C(=O)CN=C1Nc1cc(C)ccc1C,4,0.96,-16,-3,1.1,-4,6,2,109
Cc1cc2oc(=O)c3c(c2cc1OCc1nn[nH]n1)CCCC3,-5,1.1,5,1,3.3*,5,-4,2,108
CCN1CCc2c(sc(NC(=O)c3ccc(S(=O)(=O)N4CCOCC4)cc3)c2C(=O)OC)C1,-1,1.1,-13,0,1.1,2,5,8,114
Cn1c(=O)c2c(nc(CN3CCN(C(=O)c4ccco4)CC3)n2Cc2ccc(F)cc2)n(C)c1=O,-4,1,5,3,1.1,8,-4,1,102
COc1cccc(-c2nc(-c3ccc(NC(=O)Cc4ccccc4OC)cc3)no2)c1,-4,1,7,-1,1,0,-2,-1,77
COc1ccc(S(=O)(=O)NC(CC(=O)NCc2ccc3c(c2)OCO3)c2ccco2)cc1 (stereo not drawn),-3,1.1,7,-2,1.1,-6,10,12,91
CCc1c(O)nc(SCC(=O)Nc2ccccc2OC)[nH]c1=O,1,1,-23,-8,1.1,8,4,6,94
CCC(=O)N1CCc2cc(S(=O)(=O)CCC(=O)N3CCc4ccccc4C3)ccc21,-5,0.98,6,10,1.1,1,9,10,130
CCOC(=O)c1ccc(NC(=O)N2CC(C)OC(C)C2)cc1 (stereo not drawn),1,1,-5,4,1.1,-6,6,9,115
CCC(=O)N1CCc2cc(OC)c(OC)cc2C1COc1ccc(C(=O)OC)cc1 (stereo not drawn),2,0.99,-8,nt,1.1,16,nt,6,98
CC1CCCC(NC(=O)CC2Nc3ccccc3NC2=O)C1C (stereo not drawn),5,0.99,14,-2,1.3,-2,1,-1,75
CCOC(=O)C1CCCN(C(=O)Cn2nc(Cc3cccnc3)c3ccccc3c2=O)C1 (stereo not drawn),-1,1.1,5,-6,1.1,18,-2,-5,94
Cc1cccc(N2CCN(C(=O)COc3cc(=O)n(C)c4ccccc34)CC2C)c1 (stereo not drawn),-4,0.99,-4,4,1.1,23,8,4,94
Cc1nc2c3cnn(-c4ccc(C)c(C)c4)c3ncn2n1,-6,1,4,2,1.3,-6,5,-3,37
CC(CN1CCN(C)CC1)OC(=O)c1ccc(Cl)cc1 (stereo not drawn),-1,1,-9,3,0.97,-3,5,12,136
Cc1ccc(C(=O)CSC2=NC(N)=C(C#N)C3(CCCCC3)C2C(N)=O)cc1 (stereo not drawn),-5,1.1,2,2,1,0,-2,0,99
CCCC(=O)Nc1sc(C(=O)OC)c(C)c1C(N)=O,-2,1,-10,7,1.1,9,7,14,87
C(=C\c1ccccc1)/CSc1nnc(-c2cnccn2)n1Cc1ccco1,0,1.1,-5,-6,1.1,8,0,0,80
Cc1nc(SCC(=O)NCc2ccco2)nc(C)c1C,-2,1,-3,-1,1,18,-9,-1,100
Fc1cccc(Cl)c1Cn1nnc2c(NCc3ccccn3)ncnc21,1,0.99,9,0,1,2,5,8,75
CCOC(=O)C1C(=O)C=C(N2CCOCC2)CC1c1cccc(OC)c1 (stereo not drawn),2,1.1,7,-6,1.2,34,-6,-8,84
COC(=O)c1ccc(CSc2nc3c(c(=O)n2-c2ccc(C)cc2)SCC3)o1,-4,1.1,-3,0,1.1,4,-2,3,74
Cn1nnnc1SCc1c(F)cccc1F,0,1,-5,10,1.1,-11,6,6,107
COc1ccccc1N1CCN(C(=O)C2CCC(Cn3c(=S)[nH]c4ccccc4c3=O)CC2)CC1 (stereo not drawn),-4,0.99,-14,0,1.1,42,3,6,71
CNC(=O)c1cc2c(=O)n3cccc(C)c3nc2n(C(C)C)c1=N,-22,1.1,0,-4,3.8*,-8,2,3,94
O=C(Nc1c(-c2ccccc2)nc2ccccn12)c1ccco1,-3,1,-7,3,1.1,-14,6,-3,79
COc1ccc(C(=O)N2CC=C(c3ccccc3)CC2)cc1S(=O)(=O)N1CCOCC1,-5,1,-8,-3,1.1,33,7,12,95
CC(C)(C)n1nnnc1C(c1cccs1)N(Cc1ccccc1)Cc1cccnc1 (stereo not drawn),-4,1,-8,-2,1.1,-6,-2,-2,45
O=C(CCSc1ccccc1)Nc1nnc(-c2ccccc2)o1,-1,1,-2,-3,1.1,-14,-2,1,101
Cc1cc(-c2ccc(Cl)cc2)n2nc(N)nc2n1,1,1.1,-5,10,3.6*,9,11,10,106
CCOc1ccccc1N1CCN(Cc2ccc(OC)c(OC)c2OC)CC1,2,1.1,-14,4,1.1,-6,6,9,69
COc1ccccc1NC(=O)N1CCN(c2ncccn2)CC1,-2,1.1,-9,2,1.1,6,-4,-3,90
Cc1sc2ncn(CC(=O)OC(C)C(=O)NC(C)(C)C)c(=O)c2c1C (stereo not drawn),-4,1.1,-12,nt,1.1,9,nt,0,83
CCCC(=O)C1=C(O)C(C(=O)OC)C(C)(C)CC1=Nc1ccccc1 (stereo not drawn),nt,1.1,-11,nt,1.1,7,nt,nt,76
COc1ccccc1N1CCN(C(=O)Nc2cccc(C)c2)CC1,-1,1,-9,-1,1.1,37,3,10,113
CCOC(=O)COc1cc(=O)n(CC)c2ccccc12,-3,0.99,-3,11,1.1,17,0,0,137
FC(F)(F)c1cccc(N2CCN(c3nnnn3-c3ccccc3)CC2)c1,-1,0.99,-13,3,1,5,7,8,78
COc1ccc(OC)c(CNc2nc3ccccc3n2CCN2CCCCC2)c1,-2,1,6,1,1.1,-14,0,6,33
O=C(NCCOC(=O)C1COc2ccccc2O1)c1cccnc1 (stereo not drawn),4,0.97,8,0,1.1,3,3,6,190
Cc1cc(C(=O)OCC(=O)Nc2nc(-c3ccccc3)cs2)c(C)o1,-2,1,-9,2,1.1,-1,4,12,83
COc1ccccc1OCCCCCc1c(C)n[nH]c1C,-1,1.1,-13,7,1.1,5,6,11,71
# Other results follow.
SMILES,Hsp90 inh,Abs 340nm,Cdc25B block,JNK3 blocker,Fluor 339 460,MKP-1 inh,ROCK2 inh,PKA inh,Her2 expr inh
O=C(CNC1C(=O)Nc2ccccc21)Sc1ccccc1 (stereo not drawn),-7,1,-22,-11,1.1,-15,5,4,71
CN1C(=O)C(O)(CC(=O)c2cccc(-n3cccc3)c2)c2ccccc21 (stereo not drawn),-18,0.99,-7,1,1.1,2,8,9,147
CSCC[C@H](NC(=O)OC(C)(C)C)c1nnc(SCC(=O)Nc2ccc(C)cc2C)o1,nt,1,-20,nt,1.1,10,nt,-1,93
O=S(=O)(N1CCOCC1)N1CCN(c2ccccc2F)CC1,-1,1.1,-9,5,1.1,-5,6,6,89
CCOC(=O)CNC(=O)CSc1nnc(-c2ccccc2OC)n1CC,-1,1.1,2,5,1.2,-8,1,3,71
O=C(c1cc(-c2ccc(Cl)cc2)on1)N1CCOCC1,-3,1,-5,0,1.1,5,4,-2,92

# This is a subset. The share of hits here may be higher or lower than overall.
